# High-throughput results (PubChem)
# tim10-1 inh – inhibits growth of tim10-1 mutant yeast; AID 463190; hit rate 2.2% among 330,000; inhibition, % at 20 µM; S. cerevisiae tim10-1 ts strain growth, BacTiter-Glo, 24 h;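 active = inhibition of at least 40%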;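 note: mutant grown at 25 °C; 0% = DMSO wells with yeast and 100% = wells holding no yeast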
# APOBEC3A inh – blocks human APOBEC3A ssDNA deamination; hit rate 0.41% among 330,000; inhibition, % at 20 µM; P31941; recombinant A3A, FAM/TAMRA ssDNA deamination fluorescence; AID 493011;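 active = at least 40% inhibition at 20 µM here, with at most 30% in a related deaminase screen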;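 note: plate controls were A3A with DMSO for no effect and wells lacking A3A enzyme for full effect; some results filed as inactive read as strong as hits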
# mIAP activ – mouse IAP activation; activation factor at 10 µM; muIAP, CDP-Star luminescence, 30 min; active compounds read high; 1 = vehicle-only enzyme signal, 0 = enzyme-free wells; hit rate 0.24% among 330,000;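 active = activation factor of at least 2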; note: the source names both 10 and 20 µM as test concentration; values of inactives mirror those of a sister screen read the other way
#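 Assay system: mouse IAP enzyme; Reagent: CDP-Star chemiluminescent phosphatase substrate; Compound: DMSO-dissolved test compounds; Incubation: 30 min, room temperature; Technique: luminescence from enzymatic CDP-Star hydrolysis; Controls: DMSO-only wells and no-enzyme negative control.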
# hIAP inh – human IAP inhibition. P09923. purified IAP, CDP-Star luminescence, 30 min. inhibition, % at 10 µM. hit rate 0.12% among 330,000. AID 2544;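 active = inhibition reaching a set limit with compound at 10 µM in the primary screen, cut at about 35% in these data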;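 note: plate controls were DMSO wells with enzyme for no effect and no-enzyme buffer wells for full effect; values of inactives mirror those of a sister screen read the other way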
# Target sequence (P09923 whole entry, looked up): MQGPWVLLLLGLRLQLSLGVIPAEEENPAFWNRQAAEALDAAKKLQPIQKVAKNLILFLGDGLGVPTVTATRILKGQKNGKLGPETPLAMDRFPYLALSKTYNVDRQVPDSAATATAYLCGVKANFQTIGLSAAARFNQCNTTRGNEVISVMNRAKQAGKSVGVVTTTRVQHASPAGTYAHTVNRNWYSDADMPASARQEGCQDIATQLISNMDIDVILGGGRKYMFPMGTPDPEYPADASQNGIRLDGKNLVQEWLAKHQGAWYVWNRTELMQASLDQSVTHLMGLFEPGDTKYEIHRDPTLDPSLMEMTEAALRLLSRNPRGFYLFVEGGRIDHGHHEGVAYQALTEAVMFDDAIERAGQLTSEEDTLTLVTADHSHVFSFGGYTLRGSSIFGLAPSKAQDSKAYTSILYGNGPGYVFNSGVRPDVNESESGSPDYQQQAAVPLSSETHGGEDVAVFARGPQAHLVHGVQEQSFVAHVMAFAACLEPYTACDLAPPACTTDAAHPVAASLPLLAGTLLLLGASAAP
# APOBEC3G inh – APOBEC3G (human) deaminase inhibition; hit rate 0.28% among 330,000; Q9HC16; recombinant A3G, ssDNA deamination FAM/TAMRA fluorescence; inhibition, % at 20 µM;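 active = inhibition of at least 40% at 20 µM, with no more than 30% in the related APOBEC3A deaminase screen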;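 note: plate controls were DMSO wells with A3G for no effect and wells lacking A3G enzyme for full effect; some compounds called inactive have numbers as strong as hits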
# Target sequence (Q9HC16 whole entry, looked up): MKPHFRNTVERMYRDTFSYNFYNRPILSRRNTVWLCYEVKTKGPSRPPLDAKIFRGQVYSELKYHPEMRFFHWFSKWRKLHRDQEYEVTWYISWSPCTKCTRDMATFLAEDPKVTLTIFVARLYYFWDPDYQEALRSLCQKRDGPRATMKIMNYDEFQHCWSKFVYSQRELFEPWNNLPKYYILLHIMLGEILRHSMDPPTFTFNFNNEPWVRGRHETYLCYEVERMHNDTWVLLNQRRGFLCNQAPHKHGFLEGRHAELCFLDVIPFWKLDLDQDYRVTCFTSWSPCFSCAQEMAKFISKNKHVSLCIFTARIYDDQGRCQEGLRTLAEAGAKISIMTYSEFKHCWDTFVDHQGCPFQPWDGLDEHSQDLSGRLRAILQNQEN
# MIN6 prolif – induces beta-cell replication in MIN6 cells. MIN6 cells proliferation, ATPlite luminescence, 48 h; cells starved in 0.2% serum; 100% = growth in 10% serum. proliferation, % at 10 µM. hit rate 0.29% among 330,000;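 active = compounds whose signal lies at least 3.5 SD above the mean of all wells on their plate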;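 note: 0% = DMSO-treated cells in low-serum medium and 100% = 10% serum control; some compounds called inactive have numbers as strong as hits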
# TIM10 inh – growth inhibitors of TIM10 yeast strain; S. cerevisiae TIM10 strain growth, BacTiter-Glo luminescence, 24 h; inhibition, % at 10 µM; hit rate 1.4% among 330,000;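 active = inhibition of 40% or more at the single tested concentration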;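 note: wild-type TIM10 isogenic control strain grown at permissive 25 °C; 0% = DMSO yeast wells and 100% = minimal medium wells without yeast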
# mIAP block – mouse IAP inhibition; purified mouse IAP, CDP-Star luminescence, 30 min; inhibition, % at 10 µM; hit rate 0.2% among 330,000; AID 2806;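 active = inhibition of at least 40% at 10 µM in the primary screen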;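 note: plate controls were DMSO with enzyme for no effect and no enzyme wells for full effect; values of inactives mirror those of a sister screen read the other way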
# NLRP3 yeast inh – blocks the NALP3 inflammasome reconstituted in yeast | Yeast reconstituted NLRP3/ASC/caspase-1, beta-gal luminescence, 24 h | inhibition, % at 10 µM | hit rate 0.39% among 330,000;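 active = inhibition of 50% or more; inactive = inhibition below 50%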;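 note: plate controls were induced DMSO wells for no effect and uninduced yeast grown without galactose for full effect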
# Active calls of the source: *; x = no result given.
SMILES,tim10-1 inh,APOBEC3A inh,mIAP activ,hIAP inh,APOBEC3G inh,MIN6 prolif,TIM10 inh,mIAP block,NLRP3 yeast inh
CC(=O)NC(C(=O)c1ccccc1)N1CCCCC1 (stereo not drawn),1,3,1.1,7,-5,-1,0,-12,20
Cn1cc(S(=O)(=O)N2CCOCC2)cc1C(=O)O,-1,4,1,1,7,-3,2,-4,1
COc1ccccc1CNC(=O)COC(=O)CNS(=O)(=O)c1ccc(NC(C)=O)cc1,-10,9,1.2,8,-8,-2,-9,-18,3
CC1CCN(C(=S)NC(=O)c2ccccc2Br)CC1,27,-1,0.95,-7,-2,0,13,5,16
CCCCNc1ccc(C(F)(F)F)cc1S(=O)(=O)NCCc1ccc(F)cc1,22,2,1.4,x,6,x,6,-43,x
COc1ccc(N2CCN(C(=O)c3cn(C)c4ccc(S(=O)(=O)N5CCOCC5)cc4c3=O)CC2)cc1,-1,-8,1,13,-8,1,-4,-4,0
COCCN(C(=O)c1ccc(C)o1)c1c(N)n(CC(C)C)c(=O)[nH]c1=O,-22,0,1,12,-8,-2,2,-4,10
CC1CC1C(=O)Nc1nc(-c2ccc(Cl)s2)cs1 (stereo not drawn),19,0,0.68,-18,-9,-5,12,32,44
O=C(Nc1nnc(SCc2c(Cl)cccc2Cl)s1)c1cccc([N+](=O)[O-])c1,-3,-4,0.91,17,-2,-6,-29,9,5
CS(=O)(=O)N(CCc1ccccc1)CC(=O)NCc1ccco1,14,-9,0.96,-11,-4,1,-15,4,-11
Cc1ccccc1-n1c(O)cc(=O)[nH]c1=S,13,-2,0.8,2,1,-3,-2,20,14
CCOC(=O)CN1C(=N)N(c2nc(NC(C)C)nc(NC(C)C)n2)CC1=O,5,-5,1.1,-16,-9,-3,-4,-11,4
O=C(CN1CCN(Cc2cccc(F)c2)CC1)Nc1ccccc1F,8,1,0.95,6,-3,1,1,5,17
O=C(N/N=C/c1cc2c(cc1Br)OCO2)C1COc2ccccc2O1 (stereo not drawn),5,4,0.9,19,-7,-1,30,10,2
COCCSc1ccccc1C(=O)NCCc1ccccc1,8,-3,1,5,-12,-4,24,-4,22
COc1ccc(C)cc1NC(=O)c1ccc(NS(=O)(=O)c2cccs2)cc1,28,-4,1.1,7,-6,0,9,-10,15
Cc1nc2ccccc2c(C)c1CC(=O)OC(C)C(=O)NC1(C#N)CCCCC1 (stereo not drawn),11,-2,0.99,-2,-8,1,4,1,17
CCOC(=O)C1=C(COc2ccccc2)NC(=O)NC1c1ccc2ccccc2c1 (stereo not drawn),11,2,1,-11,-4,-5,8,-2,-1
O=S(=O)(NCc1cccnc1)c1ccc(Cl)c(Cl)c1,13,2,0.93,-3,-6,1,1,7,15
O=C(CSC(=S)N1CCOCC1)Nc1nc(-c2ccccc2)c(-c2ccccc2)o1,12,0,0.93,4,-4,-5,-1,7,-30
Cc1ccc(N2CC(C(=O)NC3CCC(C)CC3)CC2=O)cc1 (stereo not drawn),-9,0,1,-5,-1,5,4,-3,6
O=C(CCn1c(=O)sc2ccccc21)NC1=NCCS1,-18,2,1,-7,-1,-1,-3,0,9
O=C(Nc1ccc2c(c1)OCO2)[C@@H]1[C@@H]2C(=O)N(C3CCCCC3)C(=O)[C@@H]2C2c3ccccc3C=CN21 (stereo partly drawn),11,1,0.94,1,-1,-2,4,6,13
NC(=O)c1cc([N+](=O)[O-])ccc1NCc1ccc(N)cc1,57*,-2,1,-1,-6,0,54*,-2,14
CCCN1CC=C2C(C#N)=C(N)C(C#N)(C#N)C(c3cccc(OC)c3OC)C2C1 (stereo not drawn),-3,0,1,1,-3,-2,-12,-3,13

# (list continues)
SMILES,tim10-1 inh,APOBEC3A inh,mIAP activ,hIAP inh,APOBEC3G inh,MIN6 prolif,TIM10 inh,mIAP block,NLRP3 yeast inh
CC(C)COC(=O)N1CC(O)CC1C(=O)O (stereo not drawn),3,-5,0.97,-9,-9,-3,-4,3,15
CC(C)(C)C1CCc2c(sc3nc(SCC(=O)O)nc(N)c23)C1 (stereo not drawn),6,1,1,-9,-6,-3,4,0,-2
COC(=O)NNC(=O)C12CC3CC(CC(C3)C1)C2,11,1,1.1,4,-1,0,3,-6,11
CCN(c1ccccc1)S(=O)(=O)c1cc(NC(=O)Nc2ccccc2C#N)ccc1Cl,-3,6,1,6,2,-2,-6,-5,15
COc1cc(C(=O)NCCC(=O)NC2CCCCC2)cc(OC)c1OC,-3,-5,0.98,-12,-4,2,2,2,21
Cc1cccc(C)c1NC(=O)CSc1nnc([C@@H]2CCCN2C(=O)OC(C)(C)C)o1,-14,1,1,-13,-1,-1,-3,-4,10
CC(=O)Nc1cc2c3c(c1)CCN3C(=O)CC2,-3,-4,0.93,0,0,0,7,7,9
COc1ccc(N2C(=O)CSC23C(=O)N(CC(=O)NC2CCCC2)c2ccccc23)cc1 (stereo not drawn),2,-1,1,-37,-3,-2,4,-4,13
CC1(C)CC(=NO)CC(C)(C)N1,16,-3,1.1,5,-6,-1,0,-12,0
Cc1ccc(C)c(NC(=S)NNC(=O)c2csc3c2CCC(C)C3)c1 (stereo not drawn),44*,-4,0.89,3,-5,-5,-13,11,9
O=C(Nc1cccnc1)c1ccc(N2CCOCC2)c([N+](=O)[O-])c1,-7,-4,0.95,-5,-2,-2,-4,5,23
O=C1CSC(=S)N1c1cccc(Br)c1,22,-3,0.91,4,-7,-6,21,9,38
CCCc1cc(=O)oc2cc(OCC(=O)NCCc3c[nH]c4ccc(OC)cc34)ccc12,6,5,1,-6,0,-4,3,-1,-3
O=C(Cn1cnc2c(cnn2-c2ccccc2)c1=O)N1CCN(c2ccc(F)cc2)CC1,10,-3,1,14,-7,2,5,0,1
O=C(Cn1nnc(-c2ccccc2)n1)N/N=C/c1cccc([N+](=O)[O-])c1O,8,1,0.73,-18,-4,0,-2,27,9
COc1ccccc1CNS(=O)(=O)c1ccc2c(c1)NC(=O)CS2,-7,-3,0.97,8,1,-6,-3,3,11
O=C(CSc1ccc(-c2cccs2)nn1)NCc1ccccc1Cl,-24,-1,1,20,-6,-3,-20,-4,14
Cc1ccc(S(=O)(=O)N2CCN(C(=O)CN3C(=O)c4ccc([N+](=O)[O-])cc4C3=O)CC2)c(C)c1,6,1,0.96,14,-11,-1,12,4,14
CN(CC/C=C1/c2ccccc2CSc2ccccc21)CCCO,12,-1,0.89,-5,-7,-5,6,11,17
CCCCOC(=O)C1=C(C)NC2=C(C(=O)CCC2)C1c1cc(OC)ccc1OC (stereo not drawn),11,-5,1.1,-32,-6,-3,0,-7,15
C=CCNC(=O)c1onc(CSc2ccc(C)c(C)c2)c1C(=O)O,9,3,0.94,12,13,1,-11,6,13
Cc1cnccc1CN(C)Cc1nc(Cc2ccccc2Cl)no1,27,4,1,1,-4,-1,9,-5,26
CCc1nnc(NC(=O)COC(=O)CN2C(=O)c3ccccc3C2=O)s1,-19,-3,1,-18,-7,2,7,-5,9
CCc1sc(N(C(=O)Cc2ccccc2)c2ccccc2F)nc1-c1ccc(C)cc1,19,2,0.93,-5,-5,-5,1,7,-2
Cc1ccccc1CN(C)Cc1cc(=O)oc2c(C)c(C)ccc12,5,-3,1,0,-5,-4,-23,-2,31

# Single records, from the list above:
# `CCCCOC(=O)C1=C(C)NC2=C(C(=O)CCC2)C1c1cc(OC)ccc1OC` (stereo not drawn) is listed as tim10-1 inh: 11; APOBEC3A inh: -5; mIAP activ: 1.1; hIAP inh: -32; APOBEC3G inh: -6; MIN6 prolif: -3; TIM10 inh: 0; mIAP block: -7; NLRP3 yeast inh: 15
# `CCc1sc(N(C(=O)Cc2ccccc2)c2ccccc2F)nc1-c1ccc(C)cc1` is listed as tim10-1 inh: 19; APOBEC3A inh: 2; mIAP activ: 0.93; hIAP inh: -5; APOBEC3G inh: -5; MIN6 prolif: -5; TIM10 inh: 1; mIAP block: 7; NLRP3 yeast inh: -2

# (next part)
SMILES,tim10-1 inh,APOBEC3A inh,mIAP activ,hIAP inh,APOBEC3G inh,MIN6 prolif,TIM10 inh,mIAP block,NLRP3 yeast inh
CC1CCc2nn(CC(=O)NCCCN3CCCCC3)cc2C1 (stereo not drawn),-13,0,0.93,5,-3,-2,-1,7,11
O=C(O)c1ccccc1C(=O)NC1CCCCNC1=O (stereo not drawn),0,-2,1.1,-2,0,0,0,-8,-4
COc1ccc(OC)c(S(=O)(=O)N2CCC(C(=O)Nc3ccccc3)CC2)c1,2,1,1.2,-16,-5,-1,-6,-17,9
Cc1cc(O)c(C(C)C)cc1N=C1CSC(=O)N1,13,-3,0.91,16,-4,1,1,10,6
CCN=C1NN=C(c2c[nH]c3ccccc23)CS1,-9,0,1,2,-5,-3,-13,0,23
CCn1cc(/C=C/C(=O)Nc2ccc(C)cc2Br)cn1,14,-1,0.99,-5,5,-2,3,1,27
CC1=C(C#N)C(NC(=O)c2ccc(C)cc2)(C(F)(F)F)C(=O)N1 (stereo not drawn),18,3,0.96,7,-2,-1,-13,4,3
O=C(Nc1ccccn1)c1ccc(-c2ccccc2)cc1,-44,0,0.92,24,4,-4,-4,8,50
COc1ccc(-c2noc(CCC(=O)NCc3cc(Br)ccc3OC)n2)cc1,13,-1,1.1,11,-3,0,6,-7,12
c1cnc(NC2C3CC4CC(C3)CC2C4)nc1 (stereo not drawn),-3,2,1.1,-8,1,-2,11,-12,13
Cc1cc(C(=O)NNC(=O)/C=C/c2ccco2)c(C)o1,6,30,0.76,3,30,2,4,24,10
O=C(COC(=O)C1=COCCO1)Nc1cccc(Oc2ccccc2)c1,24,-3,1.1,4,-4,0,34,-14,11

# Grouped by structure, the entries above containing two or more sulfur atoms.
SMILES,tim10-1 inh,APOBEC3A inh,mIAP activ,hIAP inh,APOBEC3G inh,MIN6 prolif,TIM10 inh,mIAP block,NLRP3 yeast inh
CC1CC1C(=O)Nc1nc(-c2ccc(Cl)s2)cs1 (stereo not drawn),19,0,0.68,-18,-9,-5,12,32,44
O=C(Nc1nnc(SCc2c(Cl)cccc2Cl)s1)c1cccc([N+](=O)[O-])c1,-3,-4,0.91,17,-2,-6,-29,9,5
COc1ccc(C)cc1NC(=O)c1ccc(NS(=O)(=O)c2cccs2)cc1,28,-4,1.1,7,-6,0,9,-10,15
O=C(CSC(=S)N1CCOCC1)Nc1nc(-c2ccccc2)c(-c2ccccc2)o1,12,0,0.93,4,-4,-5,-1,7,-30
O=C(CCn1c(=O)sc2ccccc21)NC1=NCCS1,-18,2,1,-7,-1,-1,-3,0,9
CC(C)(C)C1CCc2c(sc3nc(SCC(=O)O)nc(N)c23)C1 (stereo not drawn),6,1,1,-9,-6,-3,4,0,-2
Cc1ccc(C)c(NC(=S)NNC(=O)c2csc3c2CCC(C)C3)c1 (stereo not drawn),44*,-4,0.89,3,-5,-5,-13,11,9
O=C1CSC(=S)N1c1cccc(Br)c1,22,-3,0.91,4,-7,-6,21,9,38
COc1ccccc1CNS(=O)(=O)c1ccc2c(c1)NC(=O)CS2,-7,-3,0.97,8,1,-6,-3,3,11
O=C(CSc1ccc(-c2cccs2)nn1)NCc1ccccc1Cl,-24,-1,1,20,-6,-3,-20,-4,14

# Rows were taken by chance. About 4.6% of those tested had a hit in this group.
